MITF inh – MITF inhibitors, primary screen, biochemical, AlphaScreen, human. AlphaScreen MITF homodimerization, bead proximity signal. Microphthalmia-associated transcription factor (Homo sapiens), O75030. inhibition, % at 2.6 µM. hit rate 0.91% among 650,000; in the data active = inhibition above about 50%;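 also: 0% = vehicle wells with protein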
Target sequence (O75030 whole entry, looked up): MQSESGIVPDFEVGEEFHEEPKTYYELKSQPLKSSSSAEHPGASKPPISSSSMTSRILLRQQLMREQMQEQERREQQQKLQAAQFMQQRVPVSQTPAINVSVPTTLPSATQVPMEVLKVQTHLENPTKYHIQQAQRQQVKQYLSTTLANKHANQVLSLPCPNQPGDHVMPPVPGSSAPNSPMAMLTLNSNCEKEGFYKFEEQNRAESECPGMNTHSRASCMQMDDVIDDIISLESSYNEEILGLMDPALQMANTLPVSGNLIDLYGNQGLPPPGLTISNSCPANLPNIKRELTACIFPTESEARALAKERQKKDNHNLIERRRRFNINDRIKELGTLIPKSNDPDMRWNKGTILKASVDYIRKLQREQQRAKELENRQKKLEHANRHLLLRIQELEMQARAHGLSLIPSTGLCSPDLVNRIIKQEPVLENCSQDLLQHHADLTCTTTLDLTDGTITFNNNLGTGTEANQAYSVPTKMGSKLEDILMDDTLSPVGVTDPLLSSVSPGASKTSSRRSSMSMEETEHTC
TEAD-YAP block – TEAD-YAP interaction inhibition, primary screen, TEAD-YAP interaction inhibitor project, luminescence, HEK-TIYL cells. TEAD-Gal4/YAP UAS-luciferase luminescence. inhibition, % at 9.12 µM. hit rate 1.4% among 640,000. AID 1259422, 2018; in the data active = inhibition above about 32%;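 also: 0% = median of test compound wells and 100% = reference inhibitor wells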
FBW7 activator – FBW7 E3 ligase activators, primary screen, biochemical, AlphaScreen, human; F-box/WD repeat-containing protein 7 (Homo sapiens), Q969H0; AlphaScreen FBW7–phospho-cyclin E peptide binding, activator screen; normalized activity (activation), % at 26.1 µM; hit rate 0.13% among 650,000; in the data active = normalized activity above about 1.9%;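 also: purified mutant Fbw7 with reduced substrate affinity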
GPR151 ag – activators of human GPR151, primary screen, cell-based, PathHunter beta-arrestin, luminescence | G-protein coupled receptor 151 (Homo sapiens), Q8TDV0 | PathHunter beta-arrestin GPR151 cells | activation, % at 11.2 µM | hit rate 1% among 650,000 | AID 1508602, 2020; in the data active = activation above about 4.9%;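 also: 0% = median of compound wells and 100% = cells with positive control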
Target sequence (Q8TDV0 whole entry, looked up): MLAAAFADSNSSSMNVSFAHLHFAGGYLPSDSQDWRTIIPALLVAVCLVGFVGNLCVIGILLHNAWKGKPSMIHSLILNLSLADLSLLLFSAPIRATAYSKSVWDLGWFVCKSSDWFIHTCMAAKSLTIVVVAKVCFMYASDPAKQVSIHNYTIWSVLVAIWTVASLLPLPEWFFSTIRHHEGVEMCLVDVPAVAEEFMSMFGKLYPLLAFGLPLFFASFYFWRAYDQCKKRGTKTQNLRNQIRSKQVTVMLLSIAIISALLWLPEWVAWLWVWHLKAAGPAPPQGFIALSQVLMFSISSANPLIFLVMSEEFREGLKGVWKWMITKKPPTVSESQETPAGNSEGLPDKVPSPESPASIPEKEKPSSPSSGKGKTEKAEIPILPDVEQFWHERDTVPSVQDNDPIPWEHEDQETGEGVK
* marks the source's active call; other numbers are inactive results.

SMILES	MITF inh	TEAD-YAP block	FBW7 activator	GPR151 ag
O=[N+]([O-])c1ccccc1NC1OCC(O)C(O)C1O (configuration not stated)	13	6	0.1	1.9
CCOC(=O)C1=C(C)N=c2s/c(=C/c3cc(C)n(-c4ccc(F)cc4)c3C)c(=O)n2C1c1cccc(OC)c1 (configuration not stated)	0	12	-0.1	-0.6
COc1cc([N+](=O)[O-])cc2c1N=C(c1ccc([N+](=O)[O-])cc1)NO2	9	3	0.1	2.1
COc1ccc2c(c1)sc(=N)n2CCCS(=O)(=O)O	3	0	0.0	0.6
COc1ccc(C2(CC(=O)N3CCNC(=O)CC3)CC(=O)N(C3CCCC3)C2=O)cc1 (configuration not stated)	1	-1	-0.1	0.2
COc1cc(Nc2cccc(C(N)=O)c2)cc(OC)c1OC	73*	0	0.0	-1.2
CN1C(=O)c2ccccc2C(C(=O)NCC2CCCO2)C1c1c[nH]c2ccccc12 (configuration not stated)	-10	1	0.1	0.0
O=C(Nc1ccc(Cl)c(Cl)c1)N1CCN(c2ccccc2O)CC1	-2	-14	-0.2	0.9
CCCc1[nH]nc2c1C(c1ccc(C3C(C#N)=C(N)Oc4n[nH]c(CCC)c43)cc1)C(C#N)=C(N)O2 (configuration not stated)	11	-2	0.1	-0.4
COc1cc(CN2CCN(CCOCCO)CC2)ccc1O	-13	4	0.1	-0.2
CC(=O)N(Cc1ccc(F)cc1)c1cccc(C)c1C	-1	1	0.0	0.2
COCCNC(=O)Cn1cnc2c(cnn2-c2ccc(F)cc2)c1=O	12	6	0.1	-1.4

Complete entries, looked up by structure. Values in the order: MITF inh | TEAD-YAP block | FBW7 activator | GPR151 ag
COc1cc(CN2CCN(CCOCCO)CC2)ccc1O in the list: -13 | 4 | 0.1 | -0.2
CCCc1[nH]nc2c1C(c1ccc(C3C(C#N)=C(N)Oc4n[nH]c(CCC)c43)cc1)C(C#N)=C(N)O2 (configuration not stated) in the list: 11 | -2 | 0.1 | -0.4

Remaining list, next part.
SMILES	MITF inh	TEAD-YAP block	FBW7 activator	GPR151 ag
COC(=O)c1ccc(NC(=S)N2CCN(CCO)CC2)cc1	11	2	-0.1	-0.2
O=C1CCC(CCNCc2ccccn2)N1Cc1cc(F)cc(C(F)(F)F)c1 (configuration not stated)	8	20	-0.5	-0.6
O=C1N=C(N2CCN(c3ccccc3)CC2)S/C1=C\c1cccnc1	13	11	0.0	-2.5
Cc1ccc(S(=O)(=O)N(C)CC(=O)NNC(=O)CSc2ccccc2F)cc1	-7	-4	-0.2	-1.4
COCCNC(=O)/C=C/c1cccc([N+](=O)[O-])c1	-4	-1	0.7	-0.5
CCCCn1c(CNC(=O)c2ccc(OC)c(OC)c2)nnc1SC(C)C(=O)Nc1sc(C(=O)OCC)c(C)c1C(=O)OCC (configuration not stated)	-10	-7	0.0	2.1
O=C(O)CCNc1ncnc2sc3c(c12)CCCC3	6	-1	-0.1	-0.7
CC1CN(Cc2cccc(Cl)c2)CC(C)O1 (configuration not stated)	64*	1	0.1	-0.8
COc1ccc(C(=O)COC(=O)CCS(=O)(=O)c2ccc(Cl)cc2)cc1	11	1	0.2	-0.9
Cc1ccc(OCC(=O)NCC2CCCO2)c(C)c1 (configuration not stated)	-5	-23	-0.3	0.2
CCN1CCN(C(=O)C2=CCN(S(=O)(=O)c3ccc(Br)cc3)CC2)CC1	12	4	0.1	3.9
CCN(CCO)C(=O)CCCN1C(=O)/C(=C/c2cccc(OC)c2)SC1=S	-10	10	-0.1	2.5
Fc1cc(-c2nc(Nc3ccc(-n4cccn4)cc3)ncc2F)cc(N2CCOCC2)c1	-1	2	0.1	1.4
Cc1ccc([C@H]2Nc3ccc(S(=O)(=O)Nc4cccc(Cl)c4C)cc3[C@H]3C=CC[C@H]32)cc1	10	7	0.3	-0.3
COc1cc(CN2CCN(Cc3ccc4c(c3)OCO4)CC2)c([N+](=O)[O-])cc1OC	69*	2	-0.3	2.4
Cc1cccc(CN2CCN(C(=O)c3cnc(C)cn3)CCC2=O)c1	9	-2	0.0	0.7
Cc1nc2c(-c3ccccc3)c(C)nn2c(C)c1CCC(=O)NCc1ccc2c(c1)OCO2	15	1	0.1	-0.6
COC(=O)c1cc2cc(Br)ccc2o1	-5	-1	-0.1	0.7
COc1ccc(C(=O)N2CCCC(c3c(S(C)(=O)=O)cnc4ncnn34)C2)cc1OC (configuration not stated)	8	-9	0.0	0.1
COc1ccc(N2C(=O)c3ccc(C(=O)OCC(C)=O)cc3C2=O)cc1	-6	2	-0.1	1.0
Cc1ccc(Cl)c(OCCOCCN2CC(C)OC(C)C2)c1 (configuration not stated)	9	5	0.2	-0.5
COc1ccc(OCCOc2ccc(/C=C3/C(=N)N4N=C(C)SC4=NC3=O)cc2)cc1	1	5	-0.1	2.5
Cc1nnc(NC(=S)NC(=O)c2ccc(Cl)cc2)s1	10	-5	0.4	0.4
O=C(NCCC1=CCCCC1)c1ccccc1O	10	-52	0.7	-0.9
CN(CCC#N)C(C(=O)NC1CCCC1)c1cc2c(cc1[N+](=O)[O-])OCO2 (configuration not stated)	-3	-13	-0.3	-0.5
CSCCC(C(=O)O)N1C(=O)/C(=C\c2cccc(F)c2)SC1=S (configuration not stated)	-15	-5	0.0	1.6
Cc1ccnc(SCc2cc(=O)c(OC(=O)c3ccccc3C(F)(F)F)co2)n1	5	8	-0.1	1.1
COc1ccc(-n2c(C)cn3c4c(=O)n(Cc5ccccc5C)c(=O)n(C)c4nc23)cc1	8	-2	1.0	-0.3
O=C1/C(=C/c2ccccc2[N+](=O)[O-])SC(=S)N1Cc1ccco1	16	-2	-0.1	2.4
CCOC(=O)c1cnc2cc(-c3ccc(C(C)(C)C)cc3)nn2c1N	10	-2	0.3	-0.7
CCn1c(SC)nnc1C1CCN(C(=O)C(OC)c2ccccc2)CC1 (configuration not stated)	8	-13	0.4	0.1
CC(C)n1c(Nc2cccc(N(C)C)c2)nc2c(NCc3cccc(C(F)(F)F)c3)ncnc21	-2	-5	-0.1	-0.6
COc1ccc([C@@H]2CCN(C(=O)Cc3ccc(O)cc3)C[C@H]2O)cc1	2	-2	-0.2	0.0
O=C(CC1C(=O)NCCN1Cc1ccc(F)cc1)NCCCn1cccn1 (configuration not stated)	5	3	-0.1	-0.7
O=C(c1ccc(Br)cc1)N1CCN(c2nc3ccccc3s2)CC1	1	-6	-0.1	-0.4
O=C(N/N=C/c1cccc([N+](=O)[O-])c1)c1cc(O)c(O)c(O)c1	15	-10	-0.2	5.7*
CCCCOc1cccc(C(=O)Nc2sc3c(c2C(=O)OCC)CCCC3)c1	-8	2	0.0	-0.5
O=C(NCC1CCCN1S(=O)(=O)c1ccccc1)c1ccc(F)cc1 (configuration not stated)	9	1	0.0	0.3
Nc1ccc(C(=O)Nc2cccc(N)c2)cc1	-1	-20	-0.1	-3.8
O=C(/C=C/c1c(F)cccc1Cl)NCc1cccs1	13	-36	0.7	-2.0
COc1cccc(CC(=O)N2CCc3c(nc(N4CC(C)OC(C)C4)[nH]c3=O)C2)c1 (configuration not stated)	2	8	-0.2	0.1
O=c1c2c3c(sc2nc2c4ccccc4c(Cl)nn12)CCCC3	3	-9	0.3	0.0
O=C(Nc1ccc(I)cc1)c1ccc(Cl)cc1Cl	-2	-85	-0.1	0.2
COc1ccc(C2=NOC(C(=O)N3CCCCC3C)C2)cc1 (configuration not stated)	10	-56	0.1	-0.2
O=C(c1ccc(CNc2nc(=S)[nH]c3ccccc23)cc1)N1CCN(c2ncccn2)CC1	8	12	0.2	0.3
COc1cc(=O)n2c(c1C(=O)NCc1cccc(F)c1)CCN(Cc1nccs1)CC2	-26	-6	0.0	0.4
CSCCC(C(=O)Nc1ccc(Cl)cc1)N1C(=O)C2C3c4ccccc4C(c4ccccc43)C2C1=O (configuration not stated)	15	-11	0.8	-0.8
CCOC(=O)C1(Cc2cccc(F)c2)CCN(CC2CC2)CC1	9	3	0.1	-0.5
Cc1ccc2[nH]c(=O)c(CNS(=O)(=O)c3ccccc3)c(-c3ccccc3)c2c1	11	10	0.3	0.9
COc1ccccc1N1CCN(C(=O)c2c(-c3ccccc3Cl)noc2C)CC1	8	12	0.0	0.4
CC1CCN(CC(=O)N2CCc3c(nc(N4CCOCC4)[nH]c3=O)C2)CC1	7	7	0.0	1.3
COc1ccccc1Nc1ccc(C(=O)O)cc1[N+](=O)[O-]	0	-2	-0.2	-0.1
CCn1c(N2CCCC(C(=O)NC(C)C)C2)nc2ccccc21 (configuration not stated)	6	6	0.1	0.7
O=C(Nc1ccccc1Cl)C(=O)NC1CCCC1	-5	-53	-0.2	-3.0
COc1cc(C(=O)NCc2cc(-c3ccccc3)on2)cc(OC)c1OC	0	-2	-0.1	6.2*
CCC(=O)Nc1nc2c(s1)C(=O)CC(C(=O)N1CCCCCC1)C2 (configuration not stated)	-14	-26	0.5	0.2
COc1cc2c(cc1NC(=O)c1ccc3ccccc3c1OC)oc1ccccc12	25	-1	0.4	-1.6
CCCN(CCC)C(=O)CSc1nc2ccccc2c(=O)n1CC1COc2ccccc2O1 (configuration not stated)	-1	-3	-0.1	-0.5
Cc1ccccc1OCC(=O)N/N=C/c1ccc[nH]1	32	0	0.1	0.1
CCC(C)NC(=O)C(=O)NCCN1CCOCC1 (configuration not stated)	8	5	0.1	1.0

(list continues)
SMILES	MITF inh	TEAD-YAP block	FBW7 activator	GPR151 ag
O=C(NCCCc1nc2ccccc2[nH]1)c1ccco1	7	-7	-0.1	-0.4
CC(Oc1ccc(C(C)(C)C)cc1)C(=O)NCC1CCCO1 (configuration not stated)	3	-4	0.1	-0.6
Cc1cc(=O)[nH]c(SCc2nc3ccccn3c2Br)n1	-20	-10	-0.1	-1.2
CCCCNC(=O)CCc1nc2cccnc2n1CCC	-5	-3	-0.1	0.3
CC(C)(Oc1ccc(Cl)cc1)C(=O)NCc1ccc2c(c1)CCO2	21	-5	1.6	2.0
Cc1ccc(C(=O)N=c2scc(-c3ccc(C)cc3)n2-c2ccc(C)cc2)cc1	1	-30	-0.1	-2.2
COC(=O)C1=C(N)OC2=C(C(=O)CC(C)(C)C2)C1c1cccc(OC)c1OC (configuration not stated)	0	4	-0.1	0.2
Cc1ccc(OCC(=O)N/N=C/c2ccc(Br)cc2)cc1	9	-2	-0.1	2.4
O=C(CNCC1CCCCC1)Nc1ccccc1N1CCOCC1	66*	-8	0.0	-0.2
CCNc1cc(NCCO)c2noc3c2c1C(=O)c1ccccc1-3	27	-10	-1.0	0.0
COc1cc(OC)cc(C(=O)Nc2nc3c(s2)C(=O)CC(C)(C)C3)c1	11	-7	0.1	-1.3
O=C(NC1(C(F)(F)F)NC(=O)N(Cc2ccccc2)C1=O)c1cccc(Cl)c1 (configuration not stated)	7	7	1.1	0.1
O=C(Nc1nc2ccccc2s1)c1ccc(-c2ccc(Cl)cc2)o1	11	-20	0.9	-2.3
CN(CCC1CCOCC1)C(=O)CC1C(=O)NCCN1Cc1ccoc1 (configuration not stated)	15	-1	0.2	-0.3
Cc1[nH]nc(Nc2ccccc2Br)c1[N+](=O)[O-]	9	-4	-0.1	0.7
CCCNc1ccnc2c(-c3ccc(C(=O)NC4CC4)cc3)cnn12	12	-11	0.4	-0.3
COc1ccc(S(=O)(=O)Nc2cccc(-n3cnnn3)c2C)cc1Br	-5	-2	0.1	3.1
O=[N+]([O-])c1cc(C(F)(F)F)ccc1NCc1ccccn1	7	-23	-0.3	0.7
COc1cc(C=O)cc(OC)c1OC(=O)c1cccc([N+](=O)[O-])c1	11	-7	0.2	-2.0
COc1ccc(C(=O)OCC(=O)c2cc3ccccc3o2)cc1[N+](=O)[O-]	-4	-3	-0.1	1.3
CCC(=O)Nc1cccc(-c2nc3ccccc3c(=O)o2)c1	2	17	0.2	-0.5
O=C(Cn1c(=O)oc2cc(Cl)ccc21)Nc1ccc(Br)cn1	-10	3	-0.1	1.5

Gathered by group: the compounds so far containing an NH in an aromatic ring.
SMILES	MITF inh	TEAD-YAP block	FBW7 activator	GPR151 ag
CN1C(=O)c2ccccc2C(C(=O)NCC2CCCO2)C1c1c[nH]c2ccccc12 (configuration not stated)	-10	1	0.1	0.0
CCCc1[nH]nc2c1C(c1ccc(C3C(C#N)=C(N)Oc4n[nH]c(CCC)c43)cc1)C(C#N)=C(N)O2 (configuration not stated)	11	-2	0.1	-0.4
COc1cccc(CC(=O)N2CCc3c(nc(N4CC(C)OC(C)C4)[nH]c3=O)C2)c1 (configuration not stated)	2	8	-0.2	0.1
O=C(c1ccc(CNc2nc(=S)[nH]c3ccccc23)cc1)N1CCN(c2ncccn2)CC1	8	12	0.2	0.3
Cc1ccc2[nH]c(=O)c(CNS(=O)(=O)c3ccccc3)c(-c3ccccc3)c2c1	11	10	0.3	0.9
CC1CCN(CC(=O)N2CCc3c(nc(N4CCOCC4)[nH]c3=O)C2)CC1	7	7	0.0	1.3
Cc1ccccc1OCC(=O)N/N=C/c1ccc[nH]1	32	0	0.1	0.1
O=C(NCCCc1nc2ccccc2[nH]1)c1ccco1	7	-7	-0.1	-0.4
Cc1cc(=O)[nH]c(SCc2nc3ccccn3c2Br)n1	-20	-10	-0.1	-1.2
Cc1[nH]nc(Nc2ccccc2Br)c1[N+](=O)[O-]	9	-4	-0.1	0.7

Screens deposited in PubChem BioAssay by The Scripps Research Institute Molecular Screening Center.

Compounds as they come (roughly 3.4% active in at least one column).
